H37Rv inhibition = M. tuberculosis growth inhibition, HTS (AID 449762); 330,000 compounds, 0.59% hits; M. tuberculosis H37Rv growth inhibition, 7H9 media; higher % means a stronger effect; inhibition, % at 25 µM, or IC50 in µM where a hit was titrated; in the data active = a potency from the dose series; inconclusive = inhibition above about 70% without an active follow-up result;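 note: bacterial growth assessed after seven days of incubation; strong numbers were not always called active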
PhoP GFP inhibition = Inhibition of PhoP regulon, Salmonella typhi GFP reporter cells, confirmation, 4 h (AID 1850) | Salmonella Typhi PhoP-promoter GFP reporter, fluorescence, 4 h; higher % means a stronger effect | inhibition, % at 50 µM, or IC50 in µM where a hit was titrated | 310,000 compounds, 0.33% hits; in the data active = a potency from the dose series; inconclusive = inhibition mostly from about 25% at the one dose, without a potency; inactive = the rest, 99 in 100 with inhibition below about 19%;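 note: 0% = induced wells with vehicle and 100% = uninduced wells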
tuberculosis growth = growth inhibition of non-replicating M. tuberculosis (AID 488890); inhibition, % at 25 µM; hits with a dose series show IC50 in µM; 320,000 compounds, 0.39% hits; Mycobacterium tuberculosis non-replicating, growth inhibition; higher % means a stronger effect; in the data active = a potency from the dose series; inconclusive = inhibition mostly from about 82% at the one dose, without a potency; inactive = the rest, 99 in 100 with inhibition below about 76%;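 note: plate controls were DMSO cells for no effect and high antibiotic wells for full effect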
inhibitors of VEEV = inhibitors of VEEV TC-83 cytopathic effect, confirmation, Vero cells (AID 588727); Vero cells, VEEV TC-83 cytopathic effect inhibition; higher % means a stronger effect; inhibition, % at 20 µM, or IC50 in µM where a hit was titrated; 350,000 compounds, 0.13% hits; in the data active = a potency from the dose series; inconclusive = inhibition mostly from about 14% at the one dose, without a potency; inactive = the rest, 99 in 100 with inhibition below about 12%; note: strong numbers were not always called active
H1N1 NS1A inhibition = H1N1 influenza NS1A inhibitors, functional cell based assay (AID 504329) | NS1A functional cell-based assay, percent inhibition; higher % means a stronger effect | one-dose inhibition, % at 12.5 µM; IC50 in µM for titrated hits | 340,000 compounds, 0.3% hits; in the data active = a potency from the dose series; inconclusive = inhibition above about 27% without an active follow-up result; note: strong numbers were not always called active
inhibitors of VEEV 10K pilot screen = further read-out of inhibitors of VEEV, marked with its call; inhibition, %; measured here: 10K pilot screen inhibition
* = called active by the depositor; i = inactive; ? = inconclusive; · = not tested or not shown.

SMILES	H37Rv inhibition	PhoP GFP inhibition	tuberculosis growth	inhibitors of VEEV	H1N1 NS1A inhibition	others
Cc1cccc(/C(N)=N/OC(=O)Cc2cccs2)c1	11.8%	10.3%	35.3%	i	-4.4%
CCCCNC(=O)Nc1ccccc1C(=O)NCc1ccco1	3.2%	-9.3%	16.4%	i	4.8%
CCOC(=O)c1cc2sc(C)cc2n1CC(=O)N1CCN(C(=O)c2ccco2)CC1	1.7%	5.2%	5.7%	0.4%	-2.5%
COc1ccc(Cl)cc1N(C(=O)Nc1cccc(Cl)c1)C1=NCC(C)S1 (stereo unspecified)	0.6%	1.5%	-4.7%	0.8%	-4.1%
CC(NC(=O)c1ccccc1F)c1nnc(SCC(=O)NC2=NCCS2)n1C (stereo unspecified)	-2.8%	1.9%	-9.1%	0.4%	-8.8%
COC(=O)C1=C(C)N(Cc2ccccc2)C(=NCCCOC(C)C)N[C@H]1c1ccccc1	-0.5%	·	?	i	6.5%
Cc1ccc(C(=O)N/C(=C\c2ccc(-c3ccc(Br)cc3)o2)C(=O)NCCCN(C)C)cc1	?	37.1µM*	?	i	6.2%
COc1cccc(CN(CC(=O)NCc2ccccc2)C(=O)c2csnn2)c1	0.7%	5.8%	-10.0%	1.0%	3.8%
CCc1c(C)nc(N)n2c(SCC(=O)Nc3ccccc3)nnc12	-4.9%	-2.7%	-17.2%	1.9%	3.1%
Cc1cccc(OCCCC(=O)Nc2ccc(S(=O)(=O)Nc3onc(C)c3C)cc2)c1	-3.2%	-10.0%	62.0%	0.8%	-16.0%

Of the compounds above, three contain a halogen:
SMILES	H37Rv inhibition	PhoP GFP inhibition	tuberculosis growth	inhibitors of VEEV	H1N1 NS1A inhibition	others
COc1ccc(Cl)cc1N(C(=O)Nc1cccc(Cl)c1)C1=NCC(C)S1 (stereo unspecified)	0.6%	1.5%	-4.7%	0.8%	-4.1%
CC(NC(=O)c1ccccc1F)c1nnc(SCC(=O)NC2=NCCS2)n1C (stereo unspecified)	-2.8%	1.9%	-9.1%	0.4%	-8.8%
Cc1ccc(C(=O)N/C(=C\c2ccc(-c3ccc(Br)cc3)o2)C(=O)NCCCN(C)C)cc1	?	37.1µM*	?	i	6.2%

(cont.)
SMILES	H37Rv inhibition	PhoP GFP inhibition	tuberculosis growth	inhibitors of VEEV	H1N1 NS1A inhibition	others
CCCOc1ccc(C(=O)Nc2ccccc2[N+](=O)[O-])cc1	-11.0%	-4.1%	·	4.9%	18.3%
CCCCCC(C)n1[nH]c(=O)cc1N (stereo unspecified)	-0.3%	-2.5%	34.6%	0.5%	17.1%
CCN(CC(=O)Nc1ccc(OC)cc1)C(=O)c1ccc2[nH]c3c(c2c1)CC(C)CC3 (stereo unspecified)	1.2%	·	15.5%	8.2%	1.0%
O=C(/C=C/c1ccccc1)CC(=O)c1ccccc1O	?	-0.7%	?	8.1%	6.3%
O=C(NNS(=O)(=O)c1ccccc1[N+](=O)[O-])c1ccncc1	-7.0%	-8.3%	4.0%	i	-5.0%
CN(C)S(=O)(=O)c1ccc(N/C=C(\[N+](=O)[O-])S(=O)(=O)c2ccccc2)cc1	2.6%	-18.6%	-1.1%	i	-5.8%
O=C(NCC1CCCO1)c1cccc2ccccc12 (stereo unspecified)	2.5%	7.8%	-13.8%	1.2%	4.9%
COc1ccc(Nc2nc(N3CCCCC3)c3ccccc3n2)cc1	?	11.3%	?	5.6%	18.5%
O=C(NCCCN1CCCCC1)c1ccc(CS(=O)c2ccc(Cl)cc2)o1 (stereo unspecified)	9.2%	4.8%	-4.2%	0.8%	0.7%
COc1ccc(NC(=O)/C(C#N)=C\c2cc(C)n(-c3ccc(Oc4ccc([N+](=O)[O-])cn4)cc3)c2C)cc1	-0.2%	-3.1%	5.8%	i	5.6%
CCn1c(SCC(=O)OC(C)C)nnc1-c1ccccc1	7.0%	-4.5%	-5.1%	i	·
Cc1ccc(C)c(SCC(=O)Nc2cc(S(=O)(=O)N3CCOCC3)ccc2C)c1	·	·	·	8.0%	-4.7%
COc1ccccc1OCc1ccc(C(=O)Nc2ccc(Cl)cn2)o1	9.3%	-6.4%	22.1%	0.2%	4.2%
COC(=O)c1ccc(/C=N/Nc2nc(N3CCCCC3)nc(N3CCCCC3)n2)cc1	8.9%	-11.0%	-7.4%	0.2%	5.6%
Cc1cc(C)n(C(=O)CSc2nnc(SCC(=O)n3nc(C)cc3C)s2)n1	-0.2%	-9.1%	-3.3%	0.2%	-7.2%
COc1ccc(Cl)cc1NC(=O)CSc1nnc(C2CC2)n1C	10.2%	-15.9%	-4.5%	0.3%	5.0%
Cc1ccc(-n2c(CCc3ccccc3)n[nH]c2=S)cc1C	5.4%	1.0%	-13.8%	1.8%	-2.5%
O=C1NC(c2ccc(Br)cc2)Nc2sc3c(c21)CCC3 (stereo unspecified)	-27.4%	-8.8%	17.5%	4.3%	1.5%
COc1ccc(COC(=O)N/N=C/c2cccs2)cc1	11.3%	-3.2%	?	0.8%	-13.0%
O=C(CSc1nc2[nH]ncc2c(=O)[nH]1)Nc1ccc(F)cc1	-10.7%	4.2%	-5.0%	3.5%	0.2%
COc1ccccc1CNC(=O)C(C)NS(=O)(=O)c1ccc(Br)cc1 (stereo unspecified)	9.7%	10.8%	8.3%	0.7%	-4.7%
CCC(C)(C(=O)NC1CCCC1)N(Cc1ccco1)C(=O)c1ccc2c(c1)OCO2 (stereo unspecified)	-13.1%	-10.9%	1.0%	2.1%	-19.7%
O=C(Cn1cc2c(n1)CCCC2)N1CCCc2ccccc21	1.4%	-0.3%	-2.5%	i	10.8%
N#Cc1c(NC(=O)CN2CCOCC2)oc(-c2ccccc2)c1-c1ccccc1	-1.7%	0.5%	-3.0%	6.5%	-5.0%
O=C(CCCSc1nc2ccccc2[nH]1)Nc1nnc(-c2ccccc2)o1	-23.7%	-12.1%	-4.8%	i	-16.2%
CCOc1ccc(NC(=O)COc2ccc(OC)cc2)cc1	?	-6.4%	5.9%	0.8%	1.8%
CCc1ccc(C2N(c3ccc(OC)cc3)C(=O)C3CCCN32)cc1 (stereo unspecified)	-5.9%	-11.7%	2.2%	0.1%	6.4%
COc1ccc(-c2cc(C(=O)N3CCc4ccccc4C3)no2)cc1OC	7.8%	-8.7%	21.0%	i	4.0%	inhibitors of VEEV 10K pilot screen=5.1
CCOC(=O)N1CCN(C(=O)C(=O)Nc2sc3c(c2C(N)=O)CC(C)(C)OC3)CC1	2.9%	-7.6%	18.7%	3.7%	-12.5%
COc1ccc(C(C)C)cc1S(=O)(=O)N1CCN(C)CC1	-5.4%	3.2%	2.8%	1.1%	3.8%

Retrieved by structure from the list above:
SMILES	H37Rv inhibition	PhoP GFP inhibition	tuberculosis growth	inhibitors of VEEV	H1N1 NS1A inhibition	others
CCOC(=O)N1CCN(C(=O)C(=O)Nc2sc3c(c2C(N)=O)CC(C)(C)OC3)CC1	2.9%	-7.6%	18.7%	3.7%	-12.5%
COc1ccc(-c2cc(C(=O)N3CCc4ccccc4C3)no2)cc1OC	7.8%	-8.7%	21.0%	i	4.0%	inhibitors of VEEV 10K pilot screen=5.1

(list continues)
SMILES	H37Rv inhibition	PhoP GFP inhibition	tuberculosis growth	inhibitors of VEEV	H1N1 NS1A inhibition	others
COc1ccc(S(=O)(=O)Nc2cccc3c2O[C@H](CN(C)CC2CCCCC2)[C@@H](C)CN([C@H](C)CO)C3=O)cc1	4.0%	·	7.1%	0.1%	3.6%
CCOc1cccc(C(=O)N2CCCCC2c2cccnc2)c1 (stereo unspecified)	-8.4%	-8.4%	-5.5%	3.3%	-1.9%
CC1(C)Cc2[nH]c(=S)c(C#N)cc2CO1	-6.8%	2.1%	-18.2%	0.5%	24.4%
CCOc1ccc(CC(=O)Nc2c(C(=O)Nc3ccccc3)oc3ccccc23)cc1OCC	-0.5%	-3.7%	-2.1%	0.9%	3.8%
Cc1ccc(S(=O)(=O)NC(=NC(C)C(=O)O)c2ccccc2)cc1 (stereo unspecified)	-2.3%	-4.2%	-1.0%	2.1%	-17.4%
Cc1oc2cc(O)ccc2c(=O)c1-c1cnn(-c2ccccc2)c1	-3.2%	-10.4%	12.6%	11.8%	-16.9%
COc1cc2c(cc1Cl)C(=O)C(F)(c1ccccc1)C(=O)N2 (stereo unspecified)	-6.8%	9.7%	14.4%	2.7%	-14.1%
Cc1ccc2c(c1C)NC(C)CC2C (stereo unspecified)	-11.3%	5.5%	-9.9%	0.1%	4.0%
O=C1CC(c2nc3ccccc3[nH]2)CN1Cc1ccccc1 (stereo unspecified)	-7.3%	-10.3%	·	1.7%	-6.2%
CCn1c(SCC(=O)c2ccc(O)c(O)c2)nnc1-c1ccc(C)cc1	3.9%	-1.8%	24.5%	2.2%	4.9%
CCOC(=O)C1CCN(C(=O)CN(c2ccc3c(c2)OCCO3)S(C)(=O)=O)CC1	-9.4%	0.0%	-3.8%	2.8%	7.0%
CC1CCCN(C(=O)c2cc3ccccc3cc2O)C1 (stereo unspecified)	-9.3%	-5.8%	45.8%	5.8%	-9.8%
Clc1ccccc1C(c1nnnn1Cc1ccco1)N1CCN(Cc2ccco2)CC1 (stereo unspecified)	-0.3%	-1.6%	26.3%	2.0%	4.7%
Cc1cc2c(=O)oc(-c3ccccc3Br)nc2s1	·	·	·	2.0%	-7.4%
O=C(NC1CCCCC1)c1cc2cc(Br)ccc2o1	10.6%	-6.3%	75.9%	1.5%	-1.5%
CN(CCOc1ccccc1)C(=O)C1CCC(=O)N(CCCN2CCCC2=O)C1 (stereo unspecified)	-3.4%	-1.9%	5.9%	i	5.4%
COc1ccc(NC(=O)c2cnc(SC)nc2)cc1	?	-6.1%	i	i	-2.7%
NC(=O)CC(NC(=O)Cc1ccc(Br)cc1)c1ccc(N2CCC(Cc3ccccc3)CC2)c([N+](=O)[O-])c1 (stereo unspecified)	7.7%	-8.0%	-0.9%	24.0%	7.0%
Cc1ncsc1CCC(=O)N1CCCC(C(=O)c2cccc(Cl)c2)C1 (stereo unspecified)	2.1%	-4.5%	12.8%	0.8%	3.0%
COC(=O)C1C(=O)NCC1c1ccc(C)cc1 (stereo unspecified)	-9.2%	-15.0%	-24.4%	3.1%	3.2%
COc1cccc(Nc2ccc(C(=O)O)cc2N)c1	6.2%	3.1%	-7.3%	i	22.3%
CCSc1nnc(NC(=O)CC(C)C)s1	0.7%	8.6%	0.2%	0.9%	-0.1%
CN(CC(=O)N(CCO)Cc1ccccc1)S(=O)(=O)c1ccc2c(c1)c(=O)n(C)c(=O)n2C	0.6%	2.7%	31.6%	0.7%	-1.3%
Cc1c(Cl)cn2c(=O)cc(CN3CCN(c4ccccc4)CC3)nc2c1Cl	-6.7%	6.2%	6.9%	0.5%	1.9%
O=c1c(-c2ccc(F)cc2)coc2cc(O)ccc12	?	-1.2%	37.6%	1.4%	6.8%
CN(C)S(=O)(=O)c1ccc(C(=O)N2CCN(S(=O)(=O)c3cccs3)CC2)cc1	-4.5%	1.2%	-7.3%	0.9%	13.3%
CC(=O)Nc1ccc2nc(NC(=O)c3cccs3)sc2c1	55.9%	2.8%	12.6%	1.5%	-10.2%

Of the compounds above, 3 have a cyano group.
SMILES	H37Rv inhibition	PhoP GFP inhibition	tuberculosis growth	inhibitors of VEEV	H1N1 NS1A inhibition	others
COc1ccc(NC(=O)/C(C#N)=C\c2cc(C)n(-c3ccc(Oc4ccc([N+](=O)[O-])cn4)cc3)c2C)cc1	-0.2%	-3.1%	5.8%	i	5.6%
N#Cc1c(NC(=O)CN2CCOCC2)oc(-c2ccccc2)c1-c1ccccc1	-1.7%	0.5%	-3.0%	6.5%	-5.0%
CC1(C)Cc2[nH]c(=S)c(C#N)cc2CO1	-6.8%	2.1%	-18.2%	0.5%	24.4%

No enrichment for hits. Share with any hit: about 1.6%.
